D1 antagonist: blocks dopamine activation of the human D1 receptor. P21728. HEK293 TREx D1 cells, calcium flux, dopamine EC80; active compounds read low. actives 3.2% (n = 360,000). activity change, negative = inhibition, % at 10 µM; in the data active = activity change below about -30%; also: % is scaled to controls: 0 for no effect and ±100 for the full control effect
Target sequence (P21728 whole entry, looked up): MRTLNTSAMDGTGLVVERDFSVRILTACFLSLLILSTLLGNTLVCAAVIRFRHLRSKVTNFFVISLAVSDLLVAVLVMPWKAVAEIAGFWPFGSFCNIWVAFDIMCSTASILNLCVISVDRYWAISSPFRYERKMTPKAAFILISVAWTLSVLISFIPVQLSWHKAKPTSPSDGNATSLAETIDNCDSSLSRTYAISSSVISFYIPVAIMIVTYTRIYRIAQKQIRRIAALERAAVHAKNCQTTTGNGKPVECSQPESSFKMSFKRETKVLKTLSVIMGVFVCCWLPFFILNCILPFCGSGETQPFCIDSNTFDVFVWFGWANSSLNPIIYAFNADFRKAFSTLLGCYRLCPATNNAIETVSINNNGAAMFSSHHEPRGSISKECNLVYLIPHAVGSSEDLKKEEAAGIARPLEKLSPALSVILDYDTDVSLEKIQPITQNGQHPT
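Inducible Hek293 Trex D1 cells (tetracycline, overnight, 30 C). Calcium dye 30–90 min RT. Antagonist mode: EC80 dopamine added after 180 s compound read.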
Vif-A3F inh: blocks the Vif interaction with APOBEC3F. HeLa A3F-eYFP + Vif (tagged APOBEC3F with the HIV-1 protein that degrades it), YFP fluorescence increase. Potency, µM (doses to about 46.1 µM), for inactives: at the top dose activity, negative = active. actives 0.2% (n = 390,000). AID 602313; also: potency is read from the fitted curve at half-maximal effect; % of control where 0% means no effect; nearly all actives have a fitted effect of over 65% in size
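HeLa cells stably expressing Vif plus C-terminally eYFP-tagged A3F were seeded, incubated overnight at 37 deg C, dosed with compound, incubated overnight again at 37 deg C. Yellow fluorescence (Ex 488/Em 500-530) reported blocked Vif-mediated A3F-eYFP degradation.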
D1 ag: human D1 receptor agonism; P21728; AID 504660; actives 1% (n = 360,000); HEK293 T-REx D1 cells, calcium flux, agonist mode; activation, % at 2 µM; in the data active = activation above about 30%; also: 0% is about no effect
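Agonism was scored from calcium flux recorded over 180 s (1 read/s) after pintool compound addition, following a 10-cycle baseline. Cells were inducible force-coupled HEK293 TREx D1, plated overnight at 30 C and loaded with no-wash calcium dye.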
LDHA block: blocks human lactate dehydrogenase A | P00338 | purified LDHA, NADH/diaphorase-resazurin fluorescence; active compounds read low | activity change, % (values are at about 110 or 230 µM) | actives 0.15% (n = 480,000) | AID 1347041; in the data active = activity change below about -30%; inconclusive = mostly about -25% to -30%;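 also: plate controls were DMSO wells for no effect and wells without enzyme for full effect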
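Human LDH5 at 2 nM final in Tris HCl pH 7.4 with 0.06 mM NADH and 0.2 mM pyruvate, reacted 5 minutes at room temperature. Remaining NADH coupled via diaphorase/resazurin; resorufin fluorescence read at 0 and 20 minutes, normalized to enzyme-free and DMSO wells.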
D2 PAM: positive allosteric modulators of human D2 dopamine receptor; AID 485347; actives 0.34% (n = 340,000); P14416; potentiation, % at 10 µM; HEK293 T-REx D2, calcium flux, EC20 dopamine potentiation;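 active = potentiation over 3 SD above the plate norm, cut at about 30% in these data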; also: 0% is about no effect
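Calcium flux readout, no-wash dye, 1 read/s. Inducible HEK293 Trex D2 line, overnight 30 C. Compound alone 180 s (agonist flags), then EC20 dopamine, another 180 s to score potentiation.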
Glioma ERSR ind: ER stress response induction in glioma; U87-MG GRP78 promoter luciferase reporter, 16 h; Potency, µM, without a hit: top-dose activation, hits mostly activators; actives 0.02% (n = 420,000); also: potency is read from the fitted curve at half-maximal effect; series mostly up to about 76 µM; % of control where 0% means no effect; nearly all actives have a fitted effect of over 35% in size
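ERSR induction read as luciferase luminescence (Bright-Glo, 10 min at room temperature) in stably transfected human U87-MG glioma cells exposed to compounds for 16 h, using GRP78 as sensor.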
D1 potentiator: potentiators of human D1 dopamine receptor; HEK293 TREx D1 cells, calcium flux, dopamine EC20 potentiation; actives 0.036% (n = 360,000); potentiation, % at 10 µM; in the data active = potentiation above about 30%; also: 0% is about no effect
Vif-APOBEC3G blk: Vif-A3G binding inhibition | Potency, µM (titrated, usually from 46.1 µM), without a hit: at the highest dose activity, negative = active, usual class: inhibitors | HeLa A3G-eYFP + Vif (tagged APOBEC3G with the HIV-1 protein that degrades it), YFP fluorescence, overnight | actives 0.076% (n = 410,000) | Q9HC16 | AID 602310;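 also: potency is read from the fitted curve at half-maximal effect; % is scaled to controls: 0 for no effect and ±100 for the full control effect; nearly all actives have a fitted effect of over 60% in size; hits raise eYFP signal because A3G escapes Vif-driven loss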
Target sequence (Q9HC16 whole entry, looked up): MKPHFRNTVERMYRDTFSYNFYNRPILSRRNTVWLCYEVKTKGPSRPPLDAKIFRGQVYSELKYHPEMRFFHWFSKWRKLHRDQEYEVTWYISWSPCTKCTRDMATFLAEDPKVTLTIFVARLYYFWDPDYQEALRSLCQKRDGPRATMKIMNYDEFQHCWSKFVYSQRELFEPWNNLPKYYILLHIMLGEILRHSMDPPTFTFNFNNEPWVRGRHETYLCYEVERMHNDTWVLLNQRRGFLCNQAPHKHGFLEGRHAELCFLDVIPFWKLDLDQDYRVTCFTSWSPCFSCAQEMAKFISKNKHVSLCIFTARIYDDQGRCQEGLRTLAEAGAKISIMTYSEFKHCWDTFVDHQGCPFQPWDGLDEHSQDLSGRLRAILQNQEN
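Read-out is eYFP fluorescence (Ex 488/Em 500-530) from Vif-expressing HeLa A3G-eYFP cells; more signal means A3G escaped Vif-mediated degradation. Cells plated overnight, compound pinned in, incubated overnight at 37 deg C.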
RXFP1 ag: activates the human relaxin receptor RXFP1; AID 2676; Q9HBX9; actives 0.3% (n = 370,000); Potency, µM (top dose mostly 57.5 µM), without a hit: at the highest dose activation, hits mostly activators; HEK293T-RXFP1 cAMP TR-FRET, 30 min; response scale: percent of porcine relaxin response, buffer zero; also: potency is read from the fitted curve at half-maximal effect; % is scaled to controls: 0 for no effect and ±100 for the full control effect; nearly all actives have a fitted effect of over 60% in size; many of its hits are not listed in these tables
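cAMP rise read by TR-FRET after 30 min, 37C compound exposure (up to 58 uM) in RXFP1-transfected HEK293 cells with Ro 20174 present. EC50 from Hill-equation fits, with 29 nM porcine relaxin as 100% and buffer as basal.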
* hit, by the source's call; ? = inconclusive; / = no result given; & = joins results of further samples. Unless noted, calls follow the shape of the dose curve; as a rule, active = well fitted curve in the direction sought with a large enough effect; inconclusive = small, poorly fitted or top-dose-only effect, or another doubt; inactive = no such curve, though single readings can be large; an effect the other way counts as inactive or inconclusive. A portion of the library; the hit share may differ from the screen's.

item	molecule	Vif-APOBEC3G blk	RXFP1 ag	Vif-A3F inh	LDHA block	D1 potentiator
1	O=C(c1cccc(Cl)c1)N1CCN(c2ncccn2)CC1	3%	3.1%	0%	-1	0
2	O=C(N/N=C/c1ccco1)/C(=C/c1cccc([N+](=O)[O-])c1)NC(=O)c1ccccc1	2%	-1.8%	1%	5	-10
3	CCOc1ccc(-c2c(C(=O)N/N=C/c3c[nH]c4ccccc34)nnn2-c2nonc2N)cc1	-9%	-1.7%	?	-6	-5
4	CCOC(=O)C1CCCN(C(=S)Nc2ccc(F)cc2)C1 (centres undefined)	0%	0.7%	3%	-7	-5
5	CC(=O)N(CCCCl)C(C#N)c1ccccc1 (centres undefined)	-4%	1.5%	-2%	-2	0
6	CCOC(=O)[C@H]1[C@H]2COc3ccc(Cl)cc3[C@@H]2N2C(=O)c3cc(F)c(F)cc3NC(=O)[C@@]12C	-15%	-1.0%	-4%	-10	-1
7	Nc1nonc1-c1nc2ccccc2n1CC(=O)Nc1ccccc1C(=O)O	?	-1.8%	-5%	-6	1
8	COc1cccc(-c2nc(-c3ccc(NC(=O)c4ccncc4)cc3)no2)c1	0%	0.7%	0%	0	-6

item	D1 ag	D2 PAM	Glioma ERSR ind	D1 antagonist
1	2	-1	-4%	-1
2	1	-3	-1%	-16
3	1	11	0%	9
4	0	4	-2%	/
5	2	-48	-3%	1
6	3	/	1%	-4
7	0	4	-5%	8
8	8	8	2%	-6

item	molecule	Vif-APOBEC3G blk	RXFP1 ag	Vif-A3F inh	LDHA block	D1 potentiator
9	COc1ccccc1CNCc1ccc(C)cc1	2%	4.0%	1%	-21	-2
10	CS(=O)(=O)Nc1ccc(C(=O)NCCC2=CCCCC2)cc1	1%	2.3%	7%	-2	-1
11	O=C(c1ccccc1Cl)N1CCN(S(=O)(=O)N2CCCCC2)CC1	0%	4.1%	-10%	-3	-9
12	CCCOc1ccccc1NC(=O)Nc1ccccc1Cl	2%	0.5%	0%	-4	9
13	CCN1C(=O)c2cccc3c(NS(=O)(=O)c4ccc(NC(C)=O)cc4)ccc1c23	-14%	0.6%	-8%	3	-3
14	CN(C)CCNC(=O)Cc1ncc(C(F)(F)F)cc1Cl	0%	-0.9%	11%	0	-1
15	O=C(N/N=C/C=C/c1ccccc1)NC1CCCCC1	1%	0.4%	-9%	0	0
16	O=C(Cn1c(=O)c2cccn2c2ccc(F)cc21)N1CCN(c2ccc(F)cc2)CC1	0%&1%	0.2%&-0.6%	-11%&0%	-4&-7	11&0

item	D1 ag	D2 PAM	Glioma ERSR ind	D1 antagonist
9	11	-10	-1%	5
10	1	-21	-1%	3
11	2	/	-4%	4
12	2	2	0%	14
13	3	-4	1%	-7
14	2	10	-4%	4
15	3	-4	5%	9
16	1&10	1&13	-1%&-4%	-8&7

item	molecule	Vif-APOBEC3G blk	RXFP1 ag	Vif-A3F inh	LDHA block	D1 potentiator
17	CCCOc1cccc(C(=O)N(Cc2ccco2)C2CCS(=O)(=O)C2)c1 (centres undefined)	1%	0.1%	4%	-6	0
18	CCc1cccc(-n2nnc(-c3nc(-c4ccccc4Cl)no3)c2N)c1	-1%	-1.6%	2%	-15	0
19	COc1ccc(CNC(=O)CSc2nnc3c(n2)[nH]c2ccccc23)cc1	1%	-3.2%	-5%	-7	-2
20	CCc1ccc(C(c2ccccc2)c2c(C)[nH]c3ccccc23)s1 (centres undefined)	-9%	-0.3%	-1%	3	0
21	CC(C)(C)C1CCC2(CC1)C(C#N)=C(SCC(=O)NC1CCCCC1)NC(=O)C2C#N (centres undefined)	3%	-0.5%	-2%	-3	-5
22	NC(=O)N1CCN(C(=O)c2ccco2)CC1	3%	-2.1%	2%	0	-3
23	CC(=O)NCC(=O)OCC(=O)c1ccc(C)cc1	6%	4.2%	6%	1	2
24	Cc1ccccc1-c1nnc(NC(=O)CSc2nc3ccccc3s2)s1	1%	1.5%	-5%	-16	2

item	D1 ag	D2 PAM	Glioma ERSR ind	D1 antagonist
17	-3	7	-3%	18
18	2	0	0%	-6
19	1	10	-1%	-14
20	1	1	-11%	2
21	7	/	-3%	-7
22	-2	-12	-5%	24
23	0	20	-5%	1
24	3	4	-9%	12

An excerpt of these results, with values under each structure:
The line under a structure holds: Vif-APOBEC3G blk	RXFP1 ag	Vif-A3F inh	LDHA block	D1 potentiator	D1 ag	D2 PAM	Glioma ERSR ind	D1 antagonist
19	COc1ccc(CNC(=O)CSc2nnc3c(n2)[nH]c2ccccc23)cc1
    1%	-3.2%	-5%	-7	-2	1	10	-1%	-14
20	CCc1ccc(C(c2ccccc2)c2c(C)[nH]c3ccccc23)s1 (centres undefined)
    -9%	-0.3%	-1%	3	0	1	1	-11%	2
21	CC(C)(C)C1CCC2(CC1)C(C#N)=C(SCC(=O)NC1CCCCC1)NC(=O)C2C#N (centres undefined)
    3%	-0.5%	-2%	-3	-5	7	/	-3%	-7
22	NC(=O)N1CCN(C(=O)c2ccco2)CC1
    3%	-2.1%	2%	0	-3	-2	-12	-5%	24
23	CC(=O)NCC(=O)OCC(=O)c1ccc(C)cc1
    6%	4.2%	6%	1	2	0	20	-5%	1

Next records.
item	molecule	Vif-APOBEC3G blk	RXFP1 ag	Vif-A3F inh	LDHA block	D1 potentiator
25	CCC(=O)N1c2ccc(S(=O)(=O)N3CCC(C)CC3)cc2CC1C (centres undefined)	-1%	-0.6%	4%	-3	5
26	Cc1ccc(NC(=O)CN(C)S(=O)(=O)c2cccc3nsnc23)cc1Cl	-2%	0.4%	-6%	-1	-4
27	Cn1cc(/C=C(\C#N)C(=O)Nc2ncc(Cc3ccc(Cl)cc3)s2)c2ccccc21	-6%	5.1%	?	-1	-7
28	O=S(=O)(/C=C/c1ccccc1)NCCc1ccccn1	2%	0.6%	4%	-8	2
29	COc1ccc(NC(=O)COC(=O)CC2CCCC2)cc1	0%	/	?	-16	/
30	CCCCN1C(=O)C(CC(=O)NCc2cccc3ccccc23)CC(C(=O)N(CC)CC)=C1C (centres undefined)	-4%	/	-7%	0	/
31	O=C(c1ccccc1)N(CCN1CCOCC1)C1(C(=O)Nc2ccccc2)CCCCC1	-1%	0.8%	8%	-2	1
32	CCCc1ccc(OCc2ccc(C(=O)N3CCSCC3)o2)cc1	-5%	-1.7%	1%	-2	-5

item	D1 ag	D2 PAM	Glioma ERSR ind	D1 antagonist
25	3	-7	0%	-21
26	0	2	-3%	-6
27	24	5	-2%	5
28	2	0	-5%	-9
29	/	/	-2%	/
30	/	/	0%	/
31	-1	8	-2%	3
32	-2	6	4%	5

item	molecule	Vif-APOBEC3G blk	RXFP1 ag	Vif-A3F inh	LDHA block	D1 potentiator
33	O=C(CCSc1ccccc1)NCC1CCCO1 (centres undefined)	0%	0.9%	-6%	-4	0
34	CC(C)c1c(C(=O)N/N=C/c2ccc(OCc3ccccc3)cc2)nnn1-c1nonc1N	1%	-3.5%	1%	0	11
35	CSc1ncc(C(=O)Nc2cc(Cl)ccc2C)c(-c2ccccc2)n1	2%	?	-3%	-10	1
36	COc1cccc2c(=O)c3cccc(N)c3[nH]c12	3%	0.1%	6%	23	-2
37	O=C(COc1ccc2ccccc2c1)NNC(=O)c1cnccn1	1%	7.6%	-1%	-3	-5
38	NC(=O)c1ccc(Nc2ccc3nonc3c2[N+](=O)[O-])cc1	4%	7.3%	-1%	2	1
39	COc1ccccc1NC(=O)C1CCCN(c2nnc(C)c3c(C)n(-c4ccccc4)nc23)C1 (centres undefined)	-8%	4.6%	2%	2	-2
40	CSc1ccc(CCNC(=O)CCc2nnc3ccc(N4CCCC4)nn23)cc1	-7%	11%	4%	-9	3

item	D1 ag	D2 PAM	Glioma ERSR ind	D1 antagonist
33	1	-9	3%	-3
34	11	5	-2%	6
35	1	3	-3%	-2
36	10	2	2%	3
37	5	-3	0%	-29
38	3	-6	-5%	-6
39	2	4	-1%	-6
40	1	9	-4%	-17

Whole records, quoted from the list. Order of screens: Vif-APOBEC3G blk, RXFP1 ag, Vif-A3F inh, LDHA block, D1 potentiator, D1 ag, D2 PAM, Glioma ERSR ind, D1 antagonist
Results for `O=C(CCSc1ccccc1)NCC1CCCO1` (centres undefined) : 0%, 0.9%, -6%, -4, 0, 1, -9, 3%, -3
Results for `COc1cccc2c(=O)c3cccc(N)c3[nH]c12` : 3%, 0.1%, 6%, 23, -2, 10, 2, 2%, 3

(continued)
item	molecule	Vif-APOBEC3G blk	RXFP1 ag	Vif-A3F inh	LDHA block	D1 potentiator
41	COc1ccccc1Nc1ncccc1C(=O)NCc1ccccc1	-1%	-0.5%	3%	3	-1
42	COc1ccc(C2C(C(=O)Nc3ccccc3)=C(C)Nc3nc(-c4ccc(Cl)cc4)nn32)cc1 (centres undefined)	?	-3.0%	-6%	1	-1
43	OC(COc1c(F)cc(Br)cc1F)CN1CCN(c2ccc(F)cc2)CC1 (centres undefined)	2%	3.0%	-16%	0	-6
44	COc1ccccc1CNC(=O)C1CCC(CNS(=O)(=O)c2ccc3c(c2)CCCC(=O)N3)CC1 (centres undefined)	4%	-1.5%	-1%	-1	-3
45	N=c1c2c3c(sc2ncn1Nc1ccccc1)CCC3	-7%	3.3%	-2%	1	1
46	COc1cccc(/C=N/NC(=O)CCNc2n[nH]c(=O)[nH]c2=O)c1OC	1%	5.1%	-20%	-6	6
47	COCCNC(=O)COc1ccc(C)cc1C(=O)c1cc(C#N)c(=O)n(C2CC2)c1	-1%	2.7%	0%	0	-2
48	CCCCOc1ccc(C(=O)NCCc2ccccc2)cc1	-1%	-1.8%	-1%	0	-2
49	Cc1ccc(S(=O)(=O)N2CCOCC2)cc1NC(=O)CSc1nccn1C	-4%	-0.1%	8%	2	-2
50	C[C@H](CO)N1C[C@H](C)[C@@H](CN(C)C(=O)Nc2ccc3c(c2)OCO3)Oc2c(NC(=O)Nc3ccc(C(F)(F)F)cc3)cccc2C1=O	-6%	/	6%	11	/

item	D1 ag	D2 PAM	Glioma ERSR ind	D1 antagonist
41	-1	2	-4%	-3
42	5	10	1%	-4
43	7	-30	-3%	-13
44	3	-5	6%	-27
45	1	-4	0%	0
46	2	-16	-5%	9
47	-1	/	-6%	-2
48	0	6	-3%	-12
49	0	15	-6%	-10
50	/	/	-6%	/

From PubChem
